Source: PubChem (several laboratories)
INS promoter inh: TRM-6 insulin promoter activity inhibition; 0.9% of 130,000 active; AID 1273; inhibition, % at 2 µM; TRM-6 cells (human fetal islet line), insulin promoter-eGFP reporter, imaging; reporter expression induced with tamoxifen;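 active = inhibition above the mean plus 3 SD, with well images judged a real hit on visual review, cut at about 60% in these data, passing the limit was not always enough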
sdo1 growth: restores growth of sdo1-depleted yeast. z-score at 10 µM. 0.21% of 140,000 active. S. cerevisiae sdo1-depleted JHY4D growth rescue, OD600 30 h; hits give high values; pdr5 snq2 efflux-pump mutant strain;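 active = z-score above 3 at both the 24 hr and the 30 hr optical density reads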;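 note: z-score against mean and SD of all compound wells on the same plate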
sdo1 growth Rescue 24 h: second read-out of sdo1 growth, no call of its own (marks repeat the call); z-score; S. cerevisiae sdo1-depleted JHY4D growth rescue, OD600; measured here: growth rescue at 24 h;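 0 is the plate mean of compound wells and units are plate SD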
Active calls of the source: *; . = not tested or not shown.

SMILES	INS promoter inh	sdo1 growth	sdo1 growth Rescue 24 h
COc1ccccc1C(=O)OCCN1CCOCC1	-2.8	0.55	-0.26
CC(=O)Nc1ccc(C(=O)c2ccccc2)cc1	-19.2	-0.06	0.38
COc1ccc(OCC(=O)NNC(=O)c2cc3ccccc3o2)cc1	-4.0	-0.04	-0.42
Fc1cccc(CN2CCN(c3nc4nonc4nc3NC3CC3)CC2)c1	-23.8	.	.
O=C(CSc1nnc(COc2cccc3cccnc23)o1)N1CCc2ccccc21	.	0.42	0.77
Cc1cccc(C)c1OC(=O)C(c1ccccc1)c1ccccc1	-7.1	-0.06	-0.34
O=C(Cc1ccccc1)N/N=C/c1ccc(-c2ccc([N+](=O)[O-])cc2)o1	0.0	-0.22	0.82
CCOc1ccccc1NC(=O)Cn1c(=O)n(-c2ccccc2)c(=O)c2oc3ccccc3c21	.	-1.36	-0.47
O=C(CCCN1C(=O)c2cccnc2C1=O)N1CC(=O)N(CCc2ccccc2)C(=O)C1	.	1.07	1.72
Cc1c(N(C(=O)Cc2cccs2)C2(C(=O)NC3CCCC3)CCCCC2)c(=O)n(-c2ccccc2)n1C	40.0	.	.
Oc1ccc(C2C(c3ccccc3)=NN=C(c3ccc(Cl)cc3)N2O)c(O)c1 (stereo unspecified)	6.5	-0.1	-0.11
CNC(=O)CCn1nc(-c2ccccc2)c2ccccc2c1=O	.	0.12	-0.28
Cc1cc2c(c(SCC(=O)NCCc3ccccc3)n1)C(=O)OC2	18.9	0.38	0.18
CC(=O)OCC(=O)NCC(=O)c1c[nH]c2ccccc12	42.9	1.31	2.03
O=c1c2ccccc2nc2n1CCC2	23.1	0.53	-0.02
O=C(c1ccco1)N(Cc1nc2ccccc2c(=O)[nH]1)C1CCCC1	-19.4	-0.48	-0.59
Cc1ccc(-c2nnc(-c3cccc(Br)c3)o2)cc1	.	-1.04	-1.31
COc1ccc(-c2c3c(cc(C)[n+]2[O-])oc2ccc(OC)cc23)cc1	-21.4	-0.23	-0.46
O=C(NC(=S)Nc1ccc(Br)cn1)c1cncc(Br)c1	.	-0.71	-0.66
O=c1c2sccc2n(Cc2cccc(F)c2)c(=O)n1-c1ccc(F)cc1	-16.7	0.25	-0.74
CC/S(CC1CC1(Cl)Cl)=N\S(=O)(=O)c1ccc(C)cc1 (stereo unspecified)	-21.9	1.37	1.65
O=C(CN1CCN(Cc2ccc(Cl)cc2)C1=O)NCCCN1CCOCC1	.	0.13	0.25
CN(C)n1cnc2ccsc2c1=O	-42.9	.	.
COc1ccc(-n2ncc3c(N4CCCCC4)ncnc32)cc1	.	1.36	2.66
COC(=O)NCC(c1cccnc1)N1CCN(c2ccccc2OC)CC1 (stereo unspecified)	-78.6	1.16	2.03
COCCNC(=O)CCCn1c(=O)c2ccccc2n(CC(=O)NCCC2=CCCCC2)c1=O	.	0.43	0.07
O=C(CSC1=Nc2ccccc2C2=NC(Cc3c[nH]c4ccccc34)C(=O)N12)NC1CCCCC1 (stereo unspecified)	40.9	0.21	0.17
COc1cccc2cc(C(=O)N3CCCCC3C)c(=O)oc12 (stereo unspecified)	60.0	0.14	-0.03
Cc1cc(C)c2c(NC(N)=S)n[nH]c2n1	14.3	.	.
CCCCc1c(C)nc(N)[nH]c1=O	.	0.28	0.55

Already shown: an excerpt of the list.
SMILES	INS promoter inh	sdo1 growth	sdo1 growth Rescue 24 h
O=C(CSC1=Nc2ccccc2C2=NC(Cc3c[nH]c4ccccc34)C(=O)N12)NC1CCCCC1 (stereo unspecified)	40.9	0.21	0.17
COc1cccc2cc(C(=O)N3CCCCC3C)c(=O)oc12 (stereo unspecified)	60.0	0.14	-0.03
Cc1cc(C)c2c(NC(N)=S)n[nH]c2n1	14.3	.	.
CCCCc1c(C)nc(N)[nH]c1=O	.	0.28	0.55

Next results follow:
SMILES	INS promoter inh	sdo1 growth	sdo1 growth Rescue 24 h
CC(C)n1c(SCC(=O)NCc2ccco2)nc2c1c(=O)n(C)c(=O)n2C	.	1	0.38
C/C(=N\OC(=O)c1cccc(C)c1)c1sc(-c2ccccc2)nc1C	-28.6	-0.09	1.42
O=C(NNC(=S)NCc1ccco1)c1ccc(Cl)s1	-38.5	0.23	-0.24
O/N=C(\c1ccc2c(c1)OCCO2)C1CCCCC1	-95.8	-1.04	-0.78
O=C(NCCCN1CCN(CCCNC(=O)c2ccc3c(c2)OCO3)CC1)c1ccc2c(c1)OCO2	12.5	1.15	1.63
Cc1nn(Cc2ccc(C(=O)Nc3nccs3)cc2)c(C)c1Cl	.	-1.61	-1.35
CCCC1(C(=O)OC)NC(c2ccc(OC)c(OC)c2)C2C(=O)N(c3ccc4c(c3)OCO4)C(=O)C21 (stereo unspecified)	0.0	0.3	0.37
O=C(NCc1ccccn1)Nc1cccc(NC(=O)NCc2ccccn2)c1	.	0.6	0.75
Cc1cccc2nc(CSc3nnc4ccccn34)cn12	-37.1	-0.03	-1.15
CC(NC(=O)C1CCC(=O)N1Cc1ccc(F)cc1)c1ccc2c(c1)OCCO2 (stereo unspecified)	.	1.16	0.95
O=C(O)CCc1nc(-c2ccccc2Cl)no1	.	0.97	0.87
O=C(Cn1nnc(-c2ccccc2)n1)OC1CCOC1=O (stereo unspecified)	-32.3	1.2	0.68
CCc1cc(C(=O)OC)c(NC(=O)CC2Nc3cc(C)c(C)cc3NC2=O)s1 (stereo unspecified)	2.7	-0.3	-0.28
O=C(CSc1nc2ccccc2c(=O)n1-c1ccc(F)cc1)Nc1ccc(Cl)c(S(=O)(=O)N2CCOCC2)c1	33.3	0.48	-0.67
CNC(=O)N1CCN(C(=O)NC)CC1	5.6	0.98	0.82
Cn1c(=O)c(C(=O)Nc2cccnc2)c(O)c2ccccc21	56.2	.	.
NC(=S)N/N=C/c1cc([N+](=O)[O-])ccc1Cl	-27.3	.	.
Cc1cc(NC(=O)CCC(=O)N(c2ccccc2)C(C(=O)NC2CCCC2)c2ccccc2)no1 (stereo unspecified)	13.3	1.54	0.76
COc1cccc(NC(=O)CCCn2c(=S)[nH]c3ccccc3c2=O)c1	41.7	0.26	0.66
CCc1ccc(C2NC(C(=O)O)CS2)cc1 (stereo unspecified)	.	1.84	2.81
O=[N+]([O-])c1ccccc1CNC1CCCc2ccccc21 (stereo unspecified)	22.2	.	.
O=C(NC1CC2CCC(C1)N2C(=O)NCc1ccccc1)NC12CC3CC(CC(C3)C1)C2 (stereo unspecified)	3.2	0.55	0.27
COc1cccc(COc2ccccc2C2Nc3ccc(Br)cc3C(=O)N2NC(=O)c2ccncc2)c1 (stereo unspecified)	.	1.82	2.44
CCCOC(=O)C(C)n1cnc2sc(C)c(C)c2c1=O (stereo unspecified)	24.6	-0.1	-0.55
c1ccc2c(c1)CCCN2c1nc2ccccc2n2cnnc12	.	-0.12	-0.25
Cc1ccc(Cn2c(CN3CCN(C(=O)c4ccco4)CC3)nc3c2c(=O)n(C)c(=O)n3C)cc1	-54.5	-0.57	-0.56
CCCCn1c(SCC(=O)NC(C)CC)nc2ccc(N3CCOCC3)cc2c1=O (stereo unspecified)	-9.1	1.67	0.47
COC(=O)c1c(NC(=O)C2C3CCC(O3)C2C(=O)O)sc2c1CCCCCC2 (stereo unspecified)	-16.7	-0.63	-1.71
Cc1[nH]c2c(C)cccc2c(=O)c1Br	.	-0.54	-1.34
O=C1OC(c2ccccc2)c2ccc3ccccc3c21 (stereo unspecified)	-58.7	-0.21	-0.24
O=c1oc2ccccc2c(NCc2ccccc2)c1[N+](=O)[O-]	-36.4	0.62	0.13
Cc1noc(C(=O)Nc2c(C)nn(Cc3ccccc3)c2C)c1Cl	.	-0.37	-0.71
Cn1c(CNc2ccccc2)nc2ccccc21	11.1	-0.71	-0.4
CCCCOc1ccc(NC(=O)C2OC3OC(C)(C)OC3C3OC(C)(C)OC23)cc1 (stereo unspecified)	5.6	0.42	0.65
CCCCN=C1NC(=O)C(CC(=O)NCCc2ccc(OC)cc2)S1 (stereo unspecified)	.	0.99	0.95
Cc1ccc(C(=O)CSc2nnc(-c3cccnc3)n2N)cc1	1.9	-0.7	-0.19
CCCCCC(=O)NC(=S)Nc1cccc(C(C)=O)c1	-14.3	-1.45	-1.04
COc1ccc(CNC(=O)C2CC(c3ccc(OC)cc3)=NO2)cc1 (stereo unspecified)	45.5	-0.19	-0.35
CCCn1c(SCC(=O)Nc2ccc(OC)cc2)nnc1-c1ccncc1	-65.2	2.27	0.53
CC1CCCN(c2c([N+](=O)[O-])c(=O)oc3ccccc23)C1 (stereo unspecified)	25.0	-0.6	-0.81
COc1ccc(CNC(=O)C2CCCN2S(=O)(=O)c2ccc(Cl)cc2)cc1 (stereo unspecified)	-72.4	-0.9	-0.84
COc1ccc(CCNC(=O)CCn2c(SCC#N)nc3ccccc3c2=O)cc1OC	33.3	0.13	0.46
O=[N+]([O-])c1ncn(Cc2c(Cl)cccc2Cl)n1	.	1.47	1.02
COc1ccccc1C(=O)ON=C1c2ccccc2-c2ccccc21	20.7	-0.85	-0.07
O=C(Cn1nc(Cc2cccnc2)c2ccccc2c1=O)N1CCN(c2ccccn2)CC1	.	1.06	1.27
CCN(CC)S(=O)(=O)c1cccc(C(=O)NCCCN2CCOCC2)c1	-32.3	0.01	-0.34
O=C(CCCN1C(=O)/C(=C/c2cccs2)SC1=S)NNC(=O)c1ccccc1O	.	-0.41	-0.11
CCOC(=O)C1=C(C)N(C)C(C)=C(C(=O)OCC)C1c1ccc(Cl)cc1	-103.2	-1.06	-1
CCC(NC(=O)Nc1cc(OC)c(OC)c(OC)c1)(C(F)(F)F)C(F)(F)F	.	-0.18	-0.44
Nc1ccc(-n2nnnc2-c2ccco2)cc1	.	0.39	-0.5
Following part.
SMILES	INS promoter inh	sdo1 growth	sdo1 growth Rescue 24 h
C=CCNC(=O)c1ccccc1NS(=O)(=O)c1ccc(SC)cc1	-25.6	-1.87	-1.15
CCCCOC(=O)c1ccc(NC(=O)C(=O)NCc2cccnc2)cc1	21.4	.	.
Nc1c(-c2ccc(Cl)cc2)cnc2ncnn12	.	1.19	0.41
Cc1[nH]c2ccccc2c1CC(=O)O	50.0	-0.25	-0.81
COc1ccccc1N1CCN(CCCC(=O)c2ccc(F)cc2)CC1	.	-0.44	0.12
O=C(Cn1cnc2nc3n(c2c1=O)CCC3)NCc1ccccc1	-14.3	0.77	0.06
Brc1cccc(-c2nnc(-c3ccccc3)o2)c1	40.0	-1.39	-1.99
Cc1cc(F)ccc1NCc1cc2c(cc1[N+](=O)[O-])OCO2	29.6	-1.34	-1.41
CCOc1ccc(NCC(=O)Nc2ccc(Cl)cc2C)cc1	10.0	-0.24	0.17
Cc1ccc(-c2cc(C(=O)NCc3cnn(C)c3)c3cc(Br)ccc3n2)cc1	-23.3	-1.08	-0.5

5 records drawn at random from those above, as already listed:
SMILES	INS promoter inh	sdo1 growth	sdo1 growth Rescue 24 h
Cc1noc(C(=O)Nc2c(C)nn(Cc3ccccc3)c2C)c1Cl	.	-0.37	-0.71
Fc1cccc(CN2CCN(c3nc4nonc4nc3NC3CC3)CC2)c1	-23.8	.	.
Cn1c(=O)c(C(=O)Nc2cccnc2)c(O)c2ccccc21	56.2	.	.
O=[N+]([O-])c1ncn(Cc2c(Cl)cccc2Cl)n1	.	1.47	1.02
O=C(NC(=S)Nc1ccc(Br)cn1)c1cncc(Br)c1	.	-0.71	-0.66

(next part)
SMILES	INS promoter inh	sdo1 growth	sdo1 growth Rescue 24 h
CNC(=S)N(Cc1ccc(OC)cc1)C1CC(=O)N(c2ccc(C(=O)OC)cc2)C1=O (stereo unspecified)	.	0.2	-0.1
NC(=O)c1ccsc1NC(=O)c1ccco1	.	0.38	2.41
O=C(/C=C/c1ccc(Cl)cc1)NCCSc1ccccc1	25.7	-0.39	0.55
Fc1ccc(-c2cc(C(F)(F)F)n3ncnc3n2)cc1	-235.3	.	.
COCCCNC(=O)c1ccc(CS(=O)(=O)Cc2cccc(C)c2)o1	.	0.51	0.26
Cc1ccc(O)c(-n2nc3ccccc3n2)c1	-221.4	.	.
COc1ccc(CCNC(=O)/C(C#N)=C/c2cccc(OCc3ccccc3)c2)cc1OC	5.3	-0.7	-1.19
CC(=O)NC1CC2CCCC(C1)N2CC(=O)N1CCCc2ccccc21 (stereo unspecified)	38.1	-0.02	0.37
CN1CCC(Oc2ccccc2Sc2ccccc2)CC1	0.0	-0.04	-0.05
COc1cc(NC(=O)CCCn2c(=S)[nH]c3ccccc3c2=O)cc(OC)c1OC	46.7	.	.
CC1CCCN(c2nc3ccsc3c(=O)s2)C1 (stereo unspecified)	.	-1.97	-1.2
CC1CCCN(C(=O)COC(=O)c2n[nH]c3ccccc23)C1 (stereo unspecified)	.	0.2	0.2
CCOC(=O)c1c(C)n(C)c2cc(-c3ccc(F)cc3)c(O)cc12	.	0.73	1.49
Clc1cccc(CON/C=N/c2ncnc3sccc23)c1	0.0	-2.8	-1.85
FCCCOc1ccc(CN2CCN(c3ccccc3F)CC2)cc1	2.9	.	.
Cc1csc(NC(=O)c2nc3nccc(C)n3n2)n1	9.1	1.21	1.31
COc1ccccc1NC(=O)N(c1c(N)n(Cc2ccccc2)c(=O)[nH]c1=O)C1CCCC1	.	1.99	2.55
Cn1c(=O)c2cc(S(=O)(=O)N3CCN(c4cccc(C(F)(F)F)c4)CC3)ccc2n(C)c1=O	3.5	0.27	0.83
CCOC(=O)c1ccccc1NC(=O)c1ccccc1SC	-57.9	-0.98	-0.73
O=C(/C=C/c1ccc(OCc2c(F)cccc2Cl)cc1)N1CCOCC1	11.6	.	.
COc1ncnc(OC)c1NC(=O)c1ccc(F)cc1	.	0.08	-0.51

Ordered by molar mass (smallest number first): three of the compounds above
SMILES	INS promoter inh	sdo1 growth	sdo1 growth Rescue 24 h
Cc1csc(NC(=O)c2nc3nccc(C)n3n2)n1	9.1	1.21	1.31
COc1ncnc(OC)c1NC(=O)c1ccc(F)cc1	.	0.08	-0.51
CCOC(=O)c1c(C)n(C)c2cc(-c3ccc(F)cc3)c(O)cc12	.	0.73	1.49
